Pol eta inh: DNA polymerase eta (human) inhibition | Potency, µM (highest dose often 114 µM), inactives show at the highest dose activity change, negative = inhibition, actives largely listed as inhibitors | Q9Y253 | recombinant Pol eta, fluorescent DNA replication assay | 390,000 compounds, 1.2% hits; also: potency is read from the fitted curve at half-maximal effect; % is scaled to controls: 0 for no effect and ±100 for the full control effect
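Pol eta at 10 nM preincubated with compounds 15 min at room temperature; reaction started with fluorescent substrate (50 nM final) and read kinetically at 0 and 10 min.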
Anesthetic bind: candidate novel general anesthetic via apoferritin binding | apoferritin/1-aminoanthracene competitive binding, fluorescence | AID 485281 | Potency, µM (top dose mostly 77.5 µM), for the others: top-dose activity change, negative = displacement, actives largely listed as inhibitors | 350,000 compounds, 0.074% hits; also: potency is read from the fitted curve at half-maximal effect; % is scaled to controls: 0 for no effect and ±100 for the full control effect; nearly all actives have a fitted effect of over 20% in size
Target sequence (P02791 2-175 limits assumed): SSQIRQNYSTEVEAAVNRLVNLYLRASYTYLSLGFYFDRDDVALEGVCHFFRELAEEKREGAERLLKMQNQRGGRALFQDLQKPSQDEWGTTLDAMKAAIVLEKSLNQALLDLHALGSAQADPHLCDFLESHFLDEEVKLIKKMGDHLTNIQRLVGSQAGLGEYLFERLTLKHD
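Apoferritin-based anesthetic binding model; compound displacement of fluorescent 1-AMA measured as endpoint fluorescence after 10 minutes at room temperature, scaled to free-ligand and complex controls.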
LDHA block: LDHA (human) enzyme inhibition | purified LDHA, NADH/diaphorase-resazurin fluorescence; active compounds read low | 480,000 compounds, 0.15% hits | activity change, % (values are at about 110 or 230 µM); in the data active = activity change below about -30%; inconclusive = mostly about -25% to -30%;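 also: plate controls were DMSO wells for no effect and wells without enzyme for full effect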
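Human LDH5 at 2 nM final in Tris HCl pH 7.4 with 0.06 mM NADH and 0.2 mM pyruvate, reacted 5 minutes at room temperature. Remaining NADH coupled via diaphorase/resazurin; resorufin fluorescence read at 0 and 20 minutes, normalized to enzyme-free and DMSO wells.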
ERG Ets-DNA blk: blocks human ERG Ets domain binding to DNA | fluorescence polarization, His-ERG Ets domain / labelled DNA | 370,000 compounds, 0.028% hits | Potency, µM (top dose mostly 76.9 µM), inactives show at the highest dose FP activity, negative = inhibition, hits mostly inhibitors | AID 624246 | P11308; active = well fitted inhibition curve with a large enough effect in the polarisation, with a control signal flat; inconclusive = small, poorly fitted or top-dose-only effect, or effect the other way, or a change in a side signal; inactive = no such curve, though single readings can be large or run the other way; the % refers to the polarisation;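 also: polarization taken with two DNA probes labelled with fluorescein and Texas red; potency is read from the fitted curve at half-maximal effect; % of control where 0% means no effect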
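His-tagged ERG Ets domain (1 uM in the protein solution; 300mM KCl, 50mM Tris-HCl, 1mM EDTA, 1mM DTT, pH 7.5) received compound, then a probe mix of 5 nM fluorescein-DNA and 100nM Texas-615-DNA. Fluorescence polarization was read for both dyes.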
POLB inh: blocks human DNA polymerase beta activity. Pol beta primer extension/strand displacement, fluorescence kinetic. P06746. 340,000 compounds, 1.3% hits. AID 485314. Potency, µM (series often up to 114 µM), inactives show at the highest dose activity change, negative = inhibition, most hits filed as inhibitors; also: potency is read from the fitted curve at half-maximal effect; % is scaled to controls: 0 for no effect and ±100 for the full control effect
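Human Pol beta at 10 nM; strand-displacement substrate 50 nM final. Compound exposure 15 min at room temperature before start, reaction 10 min at room temperature.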
APE1 inh: inhibitors of human APE1 endonuclease; P27695; Potency, µM (doses to about 65.8 µM), without a hit: at the top dose activity change, negative = inhibition, most hits filed as inhibitors; 350,000 compounds, 0.35% hits; recombinant APE1, TAMRA/BHQ-2 abasic DNA cleavage fluorescence; AID 2517;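 also: potency is read from the fitted curve at half-maximal effect; plate controls were vehicle for no effect and reference inhibitor for full effect; nearly all actives have a fitted effect of over 55% in size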
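APE1 at 0.75 nM final was preincubated with compound 15 min at room temperature, then 50 nM double-stranded THF abasic-site substrate (5'-TAMRA/3'-BHQ-2) was added. Fluorescence (ex 525/em 598 nm) was read kinetically; third-minus-first read gave activity.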
12-LOX inh: ALOX12 (human) lipoxygenase inhibition. 580,000 compounds, 1.1% hits. purified 12hLO, xylenol orange hydroperoxide absorbance. Potency, µM (series often up to 108 µM), for the others: top-dose activity change, negative = inhibition, most hits filed as inhibitors. AID 1671190; also: potency is read from the fitted curve at half-maximal effect; % is scaled to controls: 0 for no effect and ±100 for the full control effect
Target sequence (P18054 whole entry, looked up): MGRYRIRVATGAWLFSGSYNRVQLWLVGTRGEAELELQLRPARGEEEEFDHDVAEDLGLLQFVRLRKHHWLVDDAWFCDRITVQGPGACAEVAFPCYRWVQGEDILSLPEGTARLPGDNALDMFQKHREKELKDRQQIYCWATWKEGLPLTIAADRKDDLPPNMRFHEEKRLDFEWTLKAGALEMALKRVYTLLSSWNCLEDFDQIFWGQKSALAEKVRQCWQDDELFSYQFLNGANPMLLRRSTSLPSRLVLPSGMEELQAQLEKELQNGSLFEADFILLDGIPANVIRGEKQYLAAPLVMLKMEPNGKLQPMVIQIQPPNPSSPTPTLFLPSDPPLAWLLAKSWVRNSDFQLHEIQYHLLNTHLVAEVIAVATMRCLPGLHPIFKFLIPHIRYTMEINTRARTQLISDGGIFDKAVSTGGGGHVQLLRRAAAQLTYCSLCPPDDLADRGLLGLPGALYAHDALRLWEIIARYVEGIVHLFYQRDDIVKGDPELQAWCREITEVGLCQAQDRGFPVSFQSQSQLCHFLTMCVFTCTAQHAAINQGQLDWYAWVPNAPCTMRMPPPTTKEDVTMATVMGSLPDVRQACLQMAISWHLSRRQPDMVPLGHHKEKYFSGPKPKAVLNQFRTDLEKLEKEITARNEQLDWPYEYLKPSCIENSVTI
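Purified human 12hLO at 150 nM in 25 mM Hepes, 0.01% Triton X-100, pH 7.0, preincubated 15 min at room temperature with compound. Reaction started with 40 uM arachidonic acid, 30 min at room temperature. Hydroperoxide measured by Fe-xylenol orange, 573/405 nm absorbance ratio.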
RGS4 inhibitor: blocks human RGS4-accelerated GTP hydrolysis. P49798. Transcreener GDP fluorescence polarization, RGS4-accelerated GTP hydrolysis. Potency, µM (highest dose often 114 µM), inactives show top-dose activity change, negative = inhibition, usual class: inhibitors. 390,000 compounds, 0.039% hits. AID 504845; also: potency is read from the fitted curve at half-maximal effect; % is scaled to controls: 0 for no effect and ±100 for the full control effect; nearly all actives have a fitted effect of over 75% in size; some results filed as inactive show a strong effect at the top dose
Target sequence (P49798 whole entry, looked up): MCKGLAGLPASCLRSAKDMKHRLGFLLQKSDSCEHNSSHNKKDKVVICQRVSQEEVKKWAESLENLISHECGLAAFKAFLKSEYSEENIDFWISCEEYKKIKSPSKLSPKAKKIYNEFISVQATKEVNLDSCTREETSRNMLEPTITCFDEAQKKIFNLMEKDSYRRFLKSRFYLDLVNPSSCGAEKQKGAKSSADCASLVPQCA
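MLSMR compounds (23 nl, pin-transferred) preincubated 10 min at room temperature with a 500nM (2x) first reagent, then RGS4 at 900nM (2x) plus Transcreener GDP mix added; fluorescence polarization (620/688 nm) read before and after 90 min at 30 °C.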
POLK inh: DNA polymerase kappa (human) inhibition; purified Pol kappa, fluorescent DNA synthesis assay, 10 min; Potency, µM (doses to about 107 µM), for the others: at the highest dose activity, negative = inhibition, usual class: inhibitors; 400,000 compounds, 0.53% hits; also: potency is read from the fitted curve at half-maximal effect; % is scaled to controls: 0 for no effect and ±100 for the full control effect
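Activity was followed as the change in fluorescence between reads at 0 and 10 min after starting the reaction with 50 nM substrate. Beforehand, 10 nM polymerase had been preincubated with compound for 15 min at room temperature.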
The depositor's hits bear a star; & = joins results of further samples; [ ] = dose if it differs, or a comment. Unless noted, calls follow the shape of the dose curve; as a rule, active = well fitted curve in the direction sought with a large enough effect; inconclusive = small, poorly fitted or top-dose-only effect, or another doubt; inactive = no such curve, though single readings can be large; an effect the other way counts as inactive or inconclusive. The list is partial, so the mix of outcomes need not match the whole.

Screening CCOc1ccccc1CNC(=O)c1ccc2nc(N3CCC(C)CC3)sc2c1 returned Pol eta inh -25%, Anesthetic bind 3%, LDHA block -5, ERG Ets-DNA blk 4%, POLB inh -2%, 12-LOX inh -15%, RGS4 inhibitor 6% and POLK inh -3%.
`COc1ccccc1NC(=O)c1ccc(-n2cncn2)nc1` gave Pol eta inh -14%, Anesthetic bind 1%, LDHA block -4, ERG Ets-DNA blk 9%, POLB inh 43%, APE1 inh 13%, 12-LOX inh -1%, RGS4 inhibitor 7% and POLK inh 6%.
For CCOC(=O)C1CCN(c2nc3c(S(=O)(=O)c4ccc(CC)cc4)nnn3c3ccc(Cl)cc23)CC1 the results were Pol eta inh -19%, Anesthetic bind 98%[activator], LDHA block 0, ERG Ets-DNA blk -4%, POLB inh 9%, 12-LOX inh -13%, RGS4 inhibitor 12% and POLK inh 5%.
`CN(CC(=O)Nc1ccc(Cl)cc1)C(=O)c1ccc(COc2ccccc2)cc1` gave Pol eta inh -10%, LDHA block -6, APE1 inh 41%, 12-LOX inh -59%, RGS4 inhibitor inconclusive and POLK inh -27%.
For COc1ccc(C(=O)CC(c2ccccc2)C2CCCCC2=O)cc1 (centres undefined) the results were Pol eta inh 2%, Anesthetic bind -12%, LDHA block -5, POLB inh 0%, APE1 inh -3%, 12-LOX inh 11%, RGS4 inhibitor -1% and POLK inh -3%.
Cc1cc(CC(=O)O)c(C)cc1CC(=O)O was read as Pol eta inh 0%, Anesthetic bind -7%, LDHA block -10, ERG Ets-DNA blk 3%, POLB inh 5%, APE1 inh -2%, 12-LOX inh -2%, RGS4 inhibitor 20% and POLK inh -5%.
For Cc1[nH]n2c(=O)cc(-c3ccccc3Cl)nc2c1-c1ccccc1 the results were Pol eta inh -8%, Anesthetic bind -5%, LDHA block 2&0, ERG Ets-DNA blk -1%, POLB inh 16%, 12-LOX inh inconclusive, RGS4 inhibitor 13% and POLK inh -7%.
`COc1ccc(-n2nc3cc(C)c(N)cc3n2)cc1Cl` gave Pol eta inh -13%, Anesthetic bind 103%[activator], LDHA block 5, ERG Ets-DNA blk -11%, POLB inh 16%, APE1 inh 2%, 12-LOX inh 8.9µM*, RGS4 inhibitor -28% and POLK inh 4%.
O=c1[nH]c(Nc2ccccc2Cl)cc2ccccc12 was read as Pol eta inh -14%, LDHA block 14, ERG Ets-DNA blk 2%, 12-LOX inh inconclusive, RGS4 inhibitor -11% and POLK inh -8%.
For O=C(Nc1ccccc1F)c1cc(S(=O)(=O)N2CCOCC2)ccc1N1CCOCC1 the results were Pol eta inh -8%, LDHA block -5, ERG Ets-DNA blk 1%, APE1 inh 18%, 12-LOX inh -18%, RGS4 inhibitor 2% and POLK inh 1%.
COc1cc(C(=O)OCC(=O)c2ccccc2)cc2c1OCCO2 was read as Pol eta inh -10%, LDHA block -10, ERG Ets-DNA blk -11%, APE1 inh -3%, 12-LOX inh 4%, RGS4 inhibitor 5% and POLK inh -8%.
For COc1cc(C(=O)OCC(=O)NC2CCCC2)cc(NC(=O)c2ccco2)c1OC the results were Pol eta inh -11%, Anesthetic bind -11%, LDHA block -2, ERG Ets-DNA blk -3%, POLB inh 9%, APE1 inh 0%, 12-LOX inh -26%, RGS4 inhibitor 11% and POLK inh -5%.
For CCc1ccccc1NC(=O)CN(C)C(=O)CSc1nnc(Nc2cccc(C)c2C)s1 the results were Pol eta inh -6%, Anesthetic bind -9%, LDHA block -10, ERG Ets-DNA blk 14%, POLB inh 2%, APE1 inh 8%, 12-LOX inh -18%, RGS4 inhibitor 8% and POLK inh 2%.
Screening CCOC(=O)C1(C(F)(F)F)N=C(N(C)C)OC(N(C)C)=N1 returned Pol eta inh -6%, Anesthetic bind -5%, LDHA block -4, ERG Ets-DNA blk -1%, POLB inh 16%, APE1 inh 10%, 12-LOX inh -2%, RGS4 inhibitor 7%[11.4 µM] and POLK inh -8%.
`Cc1noc(C)c1NC(=O)NC(c1ccccc1)c1ccccc1` gave Pol eta inh -12%, Anesthetic bind -5%, LDHA block -6, ERG Ets-DNA blk 3%, POLB inh 1%, APE1 inh -3%, 12-LOX inh 22%, RGS4 inhibitor 7% and POLK inh 9%.
`C=CCNC(=S)NCc1ccccc1` gave Pol eta inh -9%, Anesthetic bind 4%, LDHA block -2, ERG Ets-DNA blk -1%, POLB inh 11%, APE1 inh 2%, 12-LOX inh 1%, RGS4 inhibitor -11% and POLK inh 0%.
`Cc1cnc(NC(=O)CSc2nnc(Cc3ccccc3)n2C)s1` gave Pol eta inh -20%, Anesthetic bind -3%, LDHA block -8, ERG Ets-DNA blk 7%, POLB inh 3%, APE1 inh -4%, 12-LOX inh 3%, RGS4 inhibitor -3% and POLK inh 5%.
Screening CCOc1ccc(NC(=O)Cn2c(=O)n(Cc3nc(-c4ccccc4)no3)c(=O)c3cc4c(cc32)OCO4)cc1 returned Pol eta inh -12%, Anesthetic bind -2%, LDHA block -11, ERG Ets-DNA blk 2%, POLB inh 3%, 12-LOX inh -9%, RGS4 inhibitor 8% and POLK inh -7%.
`COc1ccc(Cc2nnc(CCc3ccccc3)s2)cc1` gave Pol eta inh -11%, Anesthetic bind inconclusive, LDHA block 0, ERG Ets-DNA blk -6%, POLB inh 23%, APE1 inh -12%, 12-LOX inh 5%, RGS4 inhibitor -5% and POLK inh 8%.
Cc1ccc(-c2noc(-c3cccs3)n2)cc1 was read as Pol eta inh -8%, Anesthetic bind -14%, LDHA block 0, POLB inh 1%, APE1 inh 15%, 12-LOX inh -12%, RGS4 inhibitor 17% and POLK inh -9%[60.1 µM].
CCOc1cc(NC(=S)NCC2CCCO2)c(OCC)cc1NC(=O)c1ccccc1F (centres undefined) was read as Pol eta inh -12%, Anesthetic bind -5%, LDHA block -1, ERG Ets-DNA blk 2%, POLB inh 0%, APE1 inh -4%, 12-LOX inh 40µM*, RGS4 inhibitor 23% and POLK inh -6%.
Screening COC(=O)C1CCN(Cc2cc(=O)oc3cc(OC)ccc23)CC1 returned Pol eta inh -5%, Anesthetic bind 5%, LDHA block -2, ERG Ets-DNA blk 0%, POLB inh 16%, APE1 inh -4%, 12-LOX inh 0%, RGS4 inhibitor 19% and POLK inh -1%.
For CCOC(=O)N1CCN(c2nc(-c3ccccc3)c3ccccc3n2)CC1 the results were Pol eta inh -6%, Anesthetic bind -3%, LDHA block -4, ERG Ets-DNA blk 4%, POLB inh 0%, APE1 inh -8%, RGS4 inhibitor -15%[56.9 µM] and POLK inh -18%.
Screening COc1ccc(CNS(=O)(=O)c2ccc3c(c2)NC(=O)C(C)C(=O)N3)cc1 (centres undefined) returned Pol eta inh -9%, Anesthetic bind 223%[activator], LDHA block -12, ERG Ets-DNA blk -4%, POLB inh 1%, 12-LOX inh -7%, RGS4 inhibitor 3% and POLK inh -9%.
`O=C(O)Cn1cc(/C=C2/NC(=O)N(c3ccc(Cl)cc3)C2=O)c2ccccc21` gave Pol eta inh -19%, Anesthetic bind -18%, LDHA block -1, ERG Ets-DNA blk -6%, POLB inh inconclusive, APE1 inh -11%, 12-LOX inh inconclusive, RGS4 inhibitor -19% and POLK inh -9%.
`O=C(CN1N=C(c2ccccc2)CCC1=O)NCCCN1CCc2ccccc2C1` gave Pol eta inh -21%, Anesthetic bind 8%, LDHA block -2, ERG Ets-DNA blk 8%, POLB inh 8%, APE1 inh 7%, 12-LOX inh -2%, RGS4 inhibitor inconclusive and POLK inh -6%.
Screening Cc1cccc(NS(=O)(=O)Cc2ccccc2)n1 returned Pol eta inh -14%, Anesthetic bind -3%, LDHA block 0, ERG Ets-DNA blk 7%, POLB inh 33%, APE1 inh 9%, 12-LOX inh 115%[activator], RGS4 inhibitor -39% and POLK inh 2%.
Screening CCN1CCN(CCn2c(=S)[nH]c3ccccc3c2=O)CC1 returned Pol eta inh 3%, Anesthetic bind -3%, LDHA block -4, ERG Ets-DNA blk -3%, POLB inh 19%, APE1 inh 0%, 12-LOX inh -44%, RGS4 inhibitor 20% and POLK inh 1%.
C#Cc1ccc([C@H]2C=C(C(=O)N3CCN(Cc4ccccc4)CC3)O[C@@H](OCC)[C@@H]2CCCO)cc1 was read as Pol eta inh -18%, Anesthetic bind -8%, LDHA block -4, ERG Ets-DNA blk -5%, POLB inh 14%, APE1 inh 14%, 12-LOX inh 3%, RGS4 inhibitor 23% and POLK inh -16%.
Cc1cccc(NC(=O)C2COc3ccccc3O2)c1 (centres undefined) was read as Pol eta inh -11%, Anesthetic bind inconclusive, LDHA block -5, ERG Ets-DNA blk -4%, POLB inh 3%, APE1 inh 5%, 12-LOX inh 8%, RGS4 inhibitor -2% and POLK inh -5%.
`CC(=O)N1CCN(c2ccc(NC(=O)c3ccco3)cc2Cl)CC1` gave Pol eta inh -5%, Anesthetic bind -6%, LDHA block -8, ERG Ets-DNA blk -5%, POLB inh 12%, APE1 inh 18%, 12-LOX inh inactive, RGS4 inhibitor 8% and POLK inh -14%.
Screening COc1ccc(CNS(=O)(=O)c2cc(-c3cc(C)no3)ccc2OC)cc1OC returned Pol eta inh 9%, Anesthetic bind -7%, LDHA block 0, ERG Ets-DNA blk -15%, POLB inh 16%, APE1 inh 28%, 12-LOX inh -5%, RGS4 inhibitor 36% and POLK inh -4%.
COc1ccccc1CC1CC(=O)N(c2cccc(Cl)c2C)C1=O (centres undefined) was read as Pol eta inh -2%, Anesthetic bind -1%, LDHA block -4, ERG Ets-DNA blk 3%, POLB inh -15%, APE1 inh 49%[activator], 12-LOX inh -28%, RGS4 inhibitor 0% and POLK inh -17%.

Screening results deposited in PubChem BioAssay by National Center for Advancing Translational Sciences (NCATS).
